Screens deposited in PubChem BioAssay by several laboratories.
TPT1 inhibitor: C. albicans TPT1 enzyme inhibition; recombinant caTPT1, FP RNA substrate dephosphorylation; 300,000 compounds, 0.81% hits; AID 1962; inhibition, % at 5 µM;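 active = inhibition above the mean of all tested compounds plus 3 SD, set per screening campaign, cut at about 24% in these data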;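 note: plate controls were DMSO alone for no effect and ferristatin control at 100 nM for full effect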
ZTA counter: blocks Epstein-Barr virus ZTA, an EBNA-1 counter-screen. P03206. ZTA-DNA binding, fluorescence polarization. inhibition, % at 11 µM. 320,000 compounds, 0.15% hits; in the data active = inhibition above about 33%
Target sequence (P03206 whole entry, looked up): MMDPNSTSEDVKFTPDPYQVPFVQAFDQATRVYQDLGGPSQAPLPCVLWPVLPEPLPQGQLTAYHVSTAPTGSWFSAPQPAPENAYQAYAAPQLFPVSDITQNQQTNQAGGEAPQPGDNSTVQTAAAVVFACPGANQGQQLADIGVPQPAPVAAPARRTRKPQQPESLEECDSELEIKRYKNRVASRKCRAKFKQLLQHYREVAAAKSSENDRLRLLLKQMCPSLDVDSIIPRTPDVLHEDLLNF
PP1 counter: counter-screen for PP5 inhibitors: inhibitors of human PP1-alpha; P62136; purified PP1alpha, OMFP fluorescence; inhibition, % at 6.7 µM; 320,000 compounds, 0.9% hits;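 active = inhibition above the mean inhibition of all tested compounds plus 3 SD, computed separately for each screening campaign, cut at about 15% in these data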
Target sequence (P62136 whole entry, looked up): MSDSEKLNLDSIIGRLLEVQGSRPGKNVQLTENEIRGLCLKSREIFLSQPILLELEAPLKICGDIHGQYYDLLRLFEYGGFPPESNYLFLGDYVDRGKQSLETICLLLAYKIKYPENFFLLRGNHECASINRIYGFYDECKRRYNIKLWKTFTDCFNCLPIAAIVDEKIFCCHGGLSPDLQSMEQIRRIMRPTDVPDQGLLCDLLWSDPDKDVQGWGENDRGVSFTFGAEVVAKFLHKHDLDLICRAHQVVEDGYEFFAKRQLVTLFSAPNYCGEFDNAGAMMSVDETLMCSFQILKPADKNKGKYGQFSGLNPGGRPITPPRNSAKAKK
GASC-1 inh: inhibitors of human GASC-1 (JMJD2C) demethylase. Q9H3R0. GST-JMJD2C(1-420) H3K9me3 demethylation, DELFIA europium. inhibition, % at 2.35 µM. 330,000 compounds, 0.069% hits;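 active = more than half of a compound's replicate wells show inhibition beyond 50%, single wells judged on their own value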;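 note: signal counts dimethyl H3K9 product captured on neutravidin plate; 0% = median of DMSO wells and 100% = 0.3 times that DMSO median; strong numbers were not always called active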
PP5 inh: blocks human protein phosphatase 5 activity. inhibition, % at 6.7 µM. P53041. 320,000 compounds, 0.18% hits. purified PP5c, OMFP substrate fluorescence;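 active = inhibition above the campaign's mean inhibition across all tested compounds plus 3 SD, cut at about 9.5% in these data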;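 note: 0% = DMSO only and 100% = 100 µM cantharidin control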
Target sequence (P53041 whole entry, looked up): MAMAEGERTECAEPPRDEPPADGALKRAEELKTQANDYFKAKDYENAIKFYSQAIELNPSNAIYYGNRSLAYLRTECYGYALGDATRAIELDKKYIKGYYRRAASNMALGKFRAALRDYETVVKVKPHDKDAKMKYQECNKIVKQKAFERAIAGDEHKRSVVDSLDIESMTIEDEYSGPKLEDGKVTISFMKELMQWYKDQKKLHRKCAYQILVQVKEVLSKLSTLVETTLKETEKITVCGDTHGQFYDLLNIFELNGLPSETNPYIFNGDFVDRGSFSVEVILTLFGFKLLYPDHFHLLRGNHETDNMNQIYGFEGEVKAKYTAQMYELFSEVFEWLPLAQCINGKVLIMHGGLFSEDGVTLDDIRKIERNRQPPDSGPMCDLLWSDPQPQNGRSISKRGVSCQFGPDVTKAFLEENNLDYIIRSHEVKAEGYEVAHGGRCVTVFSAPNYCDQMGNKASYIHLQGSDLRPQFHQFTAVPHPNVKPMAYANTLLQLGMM
CR mimetic SO: lowers age-related superoxide in aged yeast cells | S. cerevisiae aged cells, superoxide DHE fluorescence; active compounds read low | superoxide response (% of plate mean), % at 10 µM | 330,000 compounds, 0.18% hits | AID 2690;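 active = superoxide response under a set limit, about three screen SD below normal, cut at about 65% in these data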;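 note: yeast aged for seven days with compound at 30 °C before DHE staining; 100% = average MFI of all compound-treated wells on the plate with controls excluded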
EBNA-1 inh: blocks EBNA-1 binding to DNA. EBNA-1 DNA binding, fluorescence polarization. AID 1950. 300,000 compounds, 0.34% hits. inhibition, % at 14.8 µM; in the data active = inhibition above about 28%
core dimer inh: HCV core protein dimerization inhibition; TR-FRET GST/Flag-core106 dimerization, 1536-well; 300,000 compounds, 0.33% hits; AID 1899; inhibition, % at 5 µM;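 active = inhibition above the mean of all tested compounds plus 3 SD, set per screening campaign, cut at about 45% in these data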
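assay system = GST-tagged and Flag-tagged HCV core protein residues 1-106 | controls = unlabelled core106 and no-GST-core106 wells | incubation = compound-protein-antibody incubation 4 h at 22.5 °C | probe or stimulus = Eu donor and XL665 acceptor anti-tag antibodies | read-out = % inhibition based on acceptor/donor emission ratio | signal = TR-FRET 671 and 617 nm emission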
Fh CTSL1 inh: counter-screen for PFM18AAP inhibitors: inhibitors of F. hepatica cathepsin L1. recombinant F. hepatica cathepsin L1, Z-Leu-Arg-MCA fluorescence. inhibition, % at 5.96 µM. 300,000 compounds, 0.49% hits. AID 1906;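 active = inhibition above the mean of all tested compounds plus 3 SD, set per screening campaign, cut at about 17% in these data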;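 note: 0% = plate median of test compound wells and 100% = 1 µM Z-Phe-Ala-diazomethylketone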
Starred values were filed as active, the others as inactive; x = not tested or not shown; & = joins results of further samples.

#	SMILES	TPT1 inhibitor	ZTA counter	PP1 counter	GASC-1 inh	PP5 inh
1	O=C(CSc1nc2ccccc2s1)NCC1CCCO1 (configuration not stated)	1	0	0	2	0.3
2	COC(=O)C1=C(C)Nc2c(c(=O)n(C)c(=O)n2C)C1c1cccs1 (configuration not stated)	-10	-10	0	2	3.7
3	C=CCn1c(SCC(=O)Nc2ccc(OC)cc2)nnc1-c1cnccn1	1	-1	2	-3	-0.5
4	CC1CCCCC1NC(=O)COC(=O)/C=C/c1ccc2c(c1)OCO2 (configuration not stated)	1	-10	0	4	1.9
5	COc1cccc2sc(=NC(=O)CS(=O)(=O)c3ccc(F)cc3)n(C)c12	3	6	-7	-3	1.6
6	Cc1occc1C(=O)N/N=C/c1cccc2ccccc12	2	2	1	0	2.5
7	CC(C)Sc1nc(SCC(=O)NCc2ccco2)c2c3c(sc2n1)COC(C)(C)C3	0	1	-1	10	0.0
8	CC(Oc1ccc(Cl)cc1Cl)C(=O)N(C)c1ccccc1 (configuration not stated)	-5	-28	7	-2	0.0
9	O=C1C2CC=CCC2C(=O)N1c1n[nH]c(Cc2ccccc2)n1 (configuration not stated)	0	11	-2	-1	0.8
10	CS(=O)(=O)N1CCC(C(=O)Nc2ccc(F)c(Cl)c2)CC1	0	10	8	9	0.0
11	CC(C)NC(=S)N1CCN(Cc2ccc3c(c2)OCO3)CC1	0	14	2	-10	-2.0
12	CC(/C=C1\SC(=S)N(c2ccc(C(=O)O)cc2)C1=O)=C\c1ccccc1	-2	26	44*	3	1.1

#	CR mimetic SO	EBNA-1 inh	core dimer inh	Fh CTSL1 inh
1	93	2	-4	-1
2	99	-2	-5	1
3	97	1	8	-2
4	110	-4	4	-1
5	99	2	2	-3
6	104	-8	-12	-1
7	103	9	33	4
8	128	-8	-8	-3
9	93	-6	8	2
10	92	3	3	-12
11	87	-7	3	1
12	98	36*	17	-1

Only PP5 inh, GASC-1 inh and TPT1 inhibitor, for some of the entries so far:
No.	molecule	PP5 inh	GASC-1 inh	TPT1 inhibitor
8	CC(Oc1ccc(Cl)cc1Cl)C(=O)N(C)c1ccccc1 (configuration not stated)	0.0	-2	-5
9	O=C1C2CC=CCC2C(=O)N1c1n[nH]c(Cc2ccccc2)n1 (configuration not stated)	0.8	-1	0

Carrying on:
#	SMILES	TPT1 inhibitor	ZTA counter	PP1 counter	GASC-1 inh	PP5 inh
13	COc1ccc(CC2(CO)CCN(Cc3cc4ccccc4o3)CC2)cc1	-1	-4	-4	-2	-0.3
14	O=C(COc1ccc(Cl)cc1)Nc1ccccc1CO	-2	4	2	7	-1.3
15	COc1ccc(OCc2cc(C(=O)NCC3(C)COC3)no2)c(Cl)c1	2	-11	-1	6	5.6
16	O=C(OCC(=O)N1CCOCC1)c1ccc(F)cc1Cl	2	25	-2	-1	-0.4
17	O=C(Cn1c(=O)cnc2ccccc21)N1CCCc2ccccc21	1	5	1	-1	0.5
18	CCC(C)[C@H](NC(=O)NC1CCCc2ccccc21)C(=O)O (some centres not stated)	-1	-2	-15	-1	0.1
19	O=S1(=O)CCN2N=C(C34CC5CC(CC(C5)C3)C4)SC2=N1	0	0	-1	-11	-0.9
20	CC(C)Cn1c(N)c(C(=O)CSc2nccn2C)c(=O)n(C)c1=O	-1	6	-4	-2	-2.9
21	CCC(CC)C(=O)c1c[nH]c(C(=O)NCCc2ccccn2)c1	-6	1	-4	2	1.5
22	COc1ccc(-n2ccc(=O)c3c2CCCC3=O)cc1	-1	-2	-3	23	2.6
23	O=C(Cc1ccccc1)N1CCCC1c1ccccc1 (configuration not stated)	0	-13	-1	-1	-1.3
24	Cn1ccnc1CC(O)(c1ccccc1)c1ccccc1	-2	7	-1	-5	1.0

#	CR mimetic SO	EBNA-1 inh	core dimer inh	Fh CTSL1 inh
13	94	1	-1	-1
14	98	5	-7	7
15	121	-4	1	2
16	97	-9	-11	-1
17	101	-8	7	0
18	107	-6	-4	-5
19	106	-12	1	-2
20	112	3	-8	3
21	95	-5	-1	-2
22	109	-1	-6	-1
23	93	12	-1	-2
24	89	3	13	1

Arranged by formula weight (rising): six of the compounds above
#	SMILES	TPT1 inhibitor	ZTA counter	PP1 counter	GASC-1 inh	PP5 inh
23	O=C(Cc1ccccc1)N1CCCC1c1ccccc1 (configuration not stated)	0	-13	-1	-1	-1.3
24	Cn1ccnc1CC(O)(c1ccccc1)c1ccccc1	-2	7	-1	-5	1.0
14	O=C(COc1ccc(Cl)cc1)Nc1ccccc1CO	-2	4	2	7	-1.3
18	CCC(C)[C@H](NC(=O)NC1CCCc2ccccc21)C(=O)O (some centres not stated)	-1	-2	-15	-1	0.1
20	CC(C)Cn1c(N)c(C(=O)CSc2nccn2C)c(=O)n(C)c1=O	-1	6	-4	-2	-2.9
15	COc1ccc(OCc2cc(C(=O)NCC3(C)COC3)no2)c(Cl)c1	2	-11	-1	6	5.6

#	CR mimetic SO	EBNA-1 inh	core dimer inh	Fh CTSL1 inh
23	93	12	-1	-2
24	89	3	13	1
14	98	5	-7	7
18	107	-6	-4	-5
20	112	3	-8	3
15	121	-4	1	2

Later entries
#	SMILES	TPT1 inhibitor	ZTA counter	PP1 counter	GASC-1 inh	PP5 inh
25	O=C(NCc1ccccc1)c1ccccc1C(=O)c1ncc[nH]1	-1	8	0	-18	4.6
26	COc1ccc(/C=C2/C(=O)C(C)(C(C)C)CCC2C)cc1 (configuration not stated)	2	-13	-3	-1	3.8
27	S=C(Nc1cccnc1)N1CCc2ccccc21	3	2	9	6	1.2
28	CN(C)c1cc(=O)n2c(n1)SCCC2	-1	-10	-2	-1	1.4
29	CC(=O)N1CCN=C1SCc1cccc(C)c1	-4	4	1	12	2.6
30	N#Cc1ccsc1NC(=O)CSc1ncn[nH]1	3	7	-5	-5	-2.2
31	CC1C(=O)N2CCCc3cc(NC(=O)CC(C)(C)C)cc1c32 (configuration not stated)	0	-3	-6	-1	-0.2
32	O=C(NCN1C(=O)C2C3C=CC(C3)C2C1=O)Nc1nncs1 (configuration not stated)	-1	-21	-1	-7	7.9
33	COc1cc(OC)cc(C(=O)NCC(=O)NCCN2C(=O)S/C(=C\c3ccccc3Cl)C2=O)c1	x	16	2	26	0.7
34	CCOc1ccccc1NC(=O)COn1nnc2ccccc21	0	-6	-1	-8	1.3
35	COc1ccc(-c2oc(NC(=O)c3ccc(C)cc3)c(C#N)c2-c2ccc(OC)cc2)cc1	-2	9	2	1	1.6
36	COc1cc2c(cc1OC)C(c1cc(OC)c(OC)c(OC)c1)NCC2 (configuration not stated)	2	16	-1	-16&-5	1.9

#	CR mimetic SO	EBNA-1 inh	core dimer inh	Fh CTSL1 inh
25	101	-2	-2	-1
26	113	-10	-5	3
27	98	11	-1	-1
28	101	2	-6	-1
29	109	0	-4	1
30	96	-11	-2	7
31	103	-23	-10	-2
32	106	3	0	-2
33	79	x	x	x
34	118	-1	0	-1
35	104	6	60*	0
36	98	-23	8	-4

(cont.)
#	SMILES	TPT1 inhibitor	ZTA counter	PP1 counter	GASC-1 inh	PP5 inh
37	Cc1ccc(SCC(=O)N2CCOCC2)cc1	-2	-1	-4	3	0.2
38	O=C(CCl)NN1C(=O)NC2(CCCCC2)C1=O	0	7	0	-7	-0.8
39	O=C(Cn1nnnc1CN1CCOCC1)N1CCC(c2cccc(Cl)c2)C1 (configuration not stated)	-2	9	-2	-3	2.1
40	O=C(O)CC(c1ccccc1)n1cccc1 (configuration not stated)	-9	-5	-3	4	1.3
41	CC(CNC(=O)c1cncc(O)c1)NC(=O)c1cncc(O)c1 (configuration not stated)	-2	-2	-3	12	1.4
42	CCCSc1nc(C)cc(C)c1S(C)(=O)=O	0	-1	4	-6	2.4
43	CC(=O)Nc1ccc(S(=O)(=O)NCCC(=O)NNC(=O)c2ccncc2)cc1	-2	-6	-2	7	0.3
44	CC(=O)NC1=C(C#N)C(c2ccccc2)c2c(ccc3ccccc23)O1 (configuration not stated)	0	-3	4	-7	4.0
45	CC(OCC(O)CN(C)CCOc1ccccc1)c1ccc(Cl)cc1 (configuration not stated)	1	16	1	-2	0.2
46	COc1cc(OC)c(OC)cc1/C=N/NC(=O)c1cccc(S(=O)(=O)N2CCOCC2)c1	-6	3	-2	15	0.3
47	Cc1ccccc1CSCCNC(=S)Nc1ccccc1	1	-11	-1	-7	2.0
48	COc1cc(-n2ccnc2SC)c(Cl)cc1Cl	0	1	-1	0	-0.5

#	CR mimetic SO	EBNA-1 inh	core dimer inh	Fh CTSL1 inh
37	95	6	0	1
38	92	3	-3	4
39	97	0	-4	2
40	101	-9	-4	-3
41	112	-6	-3	-4
42	102	-13	-2	-1
43	87	9	-1	2
44	100	5	3	-2
45	84	8	0	1
46	78	-3	-1	2
47	92	-4	3	0
48	71	10	-6	2

The results go on.
#	SMILES	TPT1 inhibitor	ZTA counter	PP1 counter	GASC-1 inh	PP5 inh
49	COc1ccc(C(C)(C)C)cc1NC(=O)c1[nH]c(C)c(C(C)=O)c1C	3	6	0	-10	7.4
50	CCOC(=O)N1CCN(C(=O)CN(c2ccccc2)S(C)(=O)=O)CC1	-2	15	4	-19	3.2
51	Cc1ccc2c(CC(=O)NCC(=O)Nc3c(C)cccc3C)coc2c1	-1	7	-2	-1	1.2
52	COC(=O)c1sc(N)c(C(=O)OC)c1CSc1nc2sc3c(c2c(=O)n1C)CCC3	-2	10	-7	-13	5.4
53	Cc1cccc(CCN(CC(=O)NCc2ccc(F)cc2)C(=O)c2csnn2)c1	-4	-5	1	5	3.3
54	O=C(NC1CCN(Cc2ccccc2)CC1)c1c(F)cccc1F	-2	2	1	-4	2.4
55	O=C(CN(Cc1ccco1)C(=O)Cn1nnc(-c2cccs2)n1)NCC1CCCO1 (configuration not stated)	0	8	-1	2	-5.8
56	CCOCC(=O)Nc1cccc(OC)c1	-7	-4	-1	x	0.1
57	Cc1ccc(C(=O)CCC(=O)Nc2cc(C)ccn2)cc1	x	-11	5	0	2.2
58	CC(Oc1ccc2c3c(c(=O)oc2c1)CCCC3)C(=O)NCc1ccccn1 (configuration not stated)	4	-4	-8	3	-4.2
59	O=C(NCCC1=CCCCC1)C1CCN(S(=O)(=O)c2ccccc2C(F)(F)F)CC1	-3	-10	2	7	2.2
60	O=C(CSc1ncnc2sc3c(c12)CCCC3)N1CCC(c2noc3ccc(F)cc23)CC1	4	6	2	-20&8	0.8
61	CC(C(=O)NC(C)(C)C)N1C(=O)c2cccc3cccc(c23)C1=O (configuration not stated)	4	8	-4	2	1.9
62	O=C(CN1C2=NCCCN2c2ccccc21)c1cccs1	-3	2	-1	7	4.7
63	NC(=O)C1(N2CCCCC2)CCN(C(=O)c2cccs2)CC1	0	-7	-2	42	-3.9

#	CR mimetic SO	EBNA-1 inh	core dimer inh	Fh CTSL1 inh
49	127	-24	5	6
50	101	-9	-4	0
51	99	2	-1	-2
52	128	21	4	1
53	108	-7	2	0
54	104	1	-10	0
55	102	7	-2	-3
56	95	-1	0	-2
57	82	x	x	x
58	106	-18	-3	-2
59	112	-14	-7	5
60	112	5	-1	-1
61	108	3	16	-1
62	105	-1	-4	0
63	84	-5	-4	1

Values by screen from above:
Nos. 50–58 in PP5 inh read 3.2, 1.2, 5.4, 3.3, 2.4, -5.8, 0.1, 2.2, -4.2
Nos. 50–58 in Fh CTSL1 inh read 0, -2, 1, 0, 0, -3, -2, x, -2
